Bioassay records as filed in PubChem BioAssay.
All columns: NCI-60 one-dose screen, growth in % after 48 h at 10 µM unless noted; 100 = growth as untreated, 0 = no growth, -100 = all killed.
SF-295: SF-295 CNS cancer cells | actives 5.6% (n = 79,000) | AID 1794758
SNB-19: SNB-19 CNS cancer cells; actives 2.5% (n = 81,000)
DU-145: DU-145 prostate cancer; actives 4.2% (n = 81,000); AID 1794760
SNB-75: SNB-75 CNS cancer. AID 1794750. actives 5% (n = 79,000)
SF-268: SF-268 CNS cancer cells; actives 3.1% (n = 82,000)
PC-3: PC-3 prostate cancer cells. actives 3.9% (n = 80,000)
HCC-2998: HCC-2998 colon cancer; actives 4.7% (n = 79,000)
SF-539: SF-539 CNS cancer | actives 6.8% (n = 81,000) | AID 1794752
U251: U251 CNS tumor cells. actives 5.4% (n = 80,000)
Numbers without * were called inactive; · = no result given. The calls were made as follows: active = growth percent below 10; inactive = the rest.

Key to letters: A = SF-295; B = SNB-19; C = DU-145; D = SNB-75; E = SF-268; F = PC-3; G = HCC-2998; H = SF-539; I = U251
(1) O=C(NCc1nnc2n(Cc3ccccc3)c(=O)c3c4c(sc3n12)CCCC4)c1ccccc1
  A = 87	B = 93	C = 97	D = 83	E = 92	F = 85	G = 117	H = 109	I = 91
(2) CCC1=C[C@H]2CN(CCc3c([nH]c4ccccc34)[C@@](C(=O)OC)(c3cc4c(cc3OC)N(C)[C@H]3[C@@](O)(C(=O)OC)[C@H](OC(C)=O)[C@]5(CC)[C@@H]6C[C@@H]6CN6CC[C@]43[C@@H]65)C2)C1
  A = 11	B = 21	C = 18	D = -3.7*	E = 7.7*	F = 29	G = 22	H = -13*	I = 13
(3) CCC/C=C/C=N/NC(=S)NCC
  A = 104	B = 95	C = 112	D = 89	E = 95	F = 87	G = 102	H = 96	I = 96
(4) COc1cc(-c2c3c(cn2CCN2CCCC2)-c2oncc2CC3)cc(OC)c1OC
  A = 99	B = 103	C = 114	D = 82	E = 93	F = 99	G = 105	H = 91	I = 109
(5) COC(=O)[C@H]1[C@H](OC)[C@@H](OC(=O)/C=C/c2ccncc2)CC2CN3CCc4c([nH]c5cc(OC)ccc45)[C@@H]3C[C@@H]21 (some centres not stated)
  A = 90	B = 84	C = 80	D = 49	E = 80	F = 56	G = 122	H = 91	I = 67
(6) S=c1cnc2ccccc2[nH]1
  A = 103	B = 109	C = 103	D = 86	E = 96	F = 86	G = 68	H = -10*	I = 96
(7) c1ccc(COC2COC(c3ccccc3)OC2)cc1 (configuration not stated)
  A = 103	B = 99	C = 121	D = 110	E = 120	F = 91	G = 100	H = 121	I = 93
(8) N#Cc1cc(-c2ccc3ncnc(N4CCc5cc(F)c(Cl)cc54)c3c2)cnc1N
  A = 40	B = 58	C = 9.0*	D = 25	E = 47	F = 34	G = 50	H = 36	I = 57
(9) COc1cc(C(=O)NC(=S)Nc2csc(-c3ccc(F)cc3)n2)cc(OC)c1OC
  A = ·	B = 111	C = 104	D = 70	E = 98	F = 83	G = 104	H = 100	I = 109
(10) Cc1[nH]c(C(=O)Nc2nc3ccc(NC(N)=O)cc3s2)c(Cl)c1Cl
  A = 110	B = 100	C = 100	D = 106	E = 100	F = 103	G = 118	H = 104	I = 103

Some of these compounds in order of length of the SMILES, ascending:
Key to letters: A = SF-295; B = SNB-19; C = DU-145; D = SNB-75; E = SF-268; F = PC-3; G = HCC-2998; H = SF-539; I = U251
(6) S=c1cnc2ccccc2[nH]1
  A = 103	B = 109	C = 103	D = 86	E = 96	F = 86	G = 68	H = -10*	I = 96
(3) CCC/C=C/C=N/NC(=S)NCC
  A = 104	B = 95	C = 112	D = 89	E = 95	F = 87	G = 102	H = 96	I = 96
(7) c1ccc(COC2COC(c3ccccc3)OC2)cc1 (configuration not stated)
  A = 103	B = 99	C = 121	D = 110	E = 120	F = 91	G = 100	H = 121	I = 93
(10) Cc1[nH]c(C(=O)Nc2nc3ccc(NC(N)=O)cc3s2)c(Cl)c1Cl
  A = 110	B = 100	C = 100	D = 106	E = 100	F = 103	G = 118	H = 104	I = 103
(4) COc1cc(-c2c3c(cn2CCN2CCCC2)-c2oncc2CC3)cc(OC)c1OC
  A = 99	B = 103	C = 114	D = 82	E = 93	F = 99	G = 105	H = 91	I = 109
(8) N#Cc1cc(-c2ccc3ncnc(N4CCc5cc(F)c(Cl)cc54)c3c2)cnc1N
  A = 40	B = 58	C = 9.0*	D = 25	E = 47	F = 34	G = 50	H = 36	I = 57
(1) O=C(NCc1nnc2n(Cc3ccccc3)c(=O)c3c4c(sc3n12)CCCC4)c1ccccc1
  A = 87	B = 93	C = 97	D = 83	E = 92	F = 85	G = 117	H = 109	I = 91
(5) COC(=O)[C@H]1[C@H](OC)[C@@H](OC(=O)/C=C/c2ccncc2)CC2CN3CCc4c([nH]c5cc(OC)ccc45)[C@@H]3C[C@@H]21 (some centres not stated)
  A = 90	B = 84	C = 80	D = 49	E = 80	F = 56	G = 122	H = 91	I = 67
(2) CCC1=C[C@H]2CN(CCc3c([nH]c4ccccc34)[C@@](C(=O)OC)(c3cc4c(cc3OC)N(C)[C@H]3[C@@](O)(C(=O)OC)[C@H](OC(C)=O)[C@]5(CC)[C@@H]6C[C@@H]6CN6CC[C@]43[C@@H]65)C2)C1
  A = 11	B = 21	C = 18	D = -3.7*	E = 7.7*	F = 29	G = 22	H = -13*	I = 13

(list continues)
Key to letters: A = SF-295; B = SNB-19; C = DU-145; D = SNB-75; E = SF-268; F = PC-3; G = HCC-2998; H = SF-539; I = U251
(11) CCOC(=O)c1n[nH]n2c1nc(=O)c1cn(C)nc12
  A = 118	B = 104	C = 105	D = 98	E = 100	F = 88	G = 108	H = 119	I = 100
(12) CC1(C)OC(=O)C(c2ccccc2)O1 (configuration not stated)
  A = 124	B = 104	C = 127	D = 115	E = 121	F = 106	G = 107	H = 122	I = 102
(13) CC1=C(O)C(=O)CC1
  A = 95	B = 101	C = 112	D = 98	E = 110	F = 81	G = 100	H = 111	I = 100
(14) Cc1cc(CSc2ccc(Cl)cc2)ccc1N
  A = 101	B = 84	C = 89	D = 87	E = 70	F = 77	G = 98	H = 63	I = 79
(15) OCCN1CCN(c2nc(Nc3ccc(-c4nc5ccccc5[nH]4)cc3)c3cn[nH]c3n2)CC1
  A = -96*	B = -77*	C = -87*	D = -97*	E = -81*	F = -76*	G = ·	H = -85*	I = -100*
(16) c1ccc2c(-c3nn4cc(-c5nccs5)nc4s3)c[nH]c2c1
  A = 97	B = 94	C = 101	D = 104	E = 98	F = 98	G = 107	H = 97	I = 109
(17) COc1cccc(CNc2ccc(N3CCOCC3)c(C(=O)O)c2)c1OCc1ccccc1
  A = 98	B = 100	C = 103	D = 108	E = 97	F = 91	G = 108	H = 98	I = 101
(18) CCNc1cccc(S(=O)(=O)O)c1
  A = 109	B = 97	C = 108	D = 100	E = 106	F = 98	G = 103	H = 101	I = 94
(19) CCCOc1cc(C)c(C(=O)Oc2ccccc2C(=O)O)c(C)c1
  A = 115	B = 103	C = 126	D = ·	E = 104	F = 99	G = 103	H = 114	I = 115
(20) N#Cc1ncc(-c2cc(F)c(F)c(F)c2)c(NC2CCCCCC2)n1
  A = 89	B = 91	C = 108	D = 65	E = 82	F = 77	G = 92	H = 98	I = 50
(21) Nc1nn2c(-c3cc4cc(Br)ccc4oc3=O)ccnc2c1N=Nc1ccc(F)cc1
  A = 94	B = 29	C = 64	D = 24	E = 23	F = 107	G = 114	H = 65	I = 25
(22) COc1cc(/C=N/NC(=O)c2ccc(S(C)(=O)=O)cc2)ccc1O
  A = 102	B = 103	C = 104	D = 108	E = 97	F = 105	G = 106	H = 109	I = 87
(23) Cc1c(-c2ccc3c(c2)OCO3)no[n+]1[O-]
  A = 102	B = 111	C = 107	D = 100	E = 97	F = 101	G = 105	H = 118	I = 98
(24) CC(=O)Nc1ncc(Sc2ccc([N+](=O)[O-])cc2)s1
  A = 121	B = 118	C = 127	D = 95	E = 113	F = 98	G = 121	H = 114	I = 107
(25) Nc1cc(N)nc(SCC(=O)O)n1
  A = 106	B = 100	C = 104	D = 100	E = 101	F = 90	G = 101	H = 102	I = 93
(26) C=C1CC[C@H](O)C/C1=C/C=C1\CCCC2(C)C1CCC2C(C)CCCC(C)C (some centres not stated)
  A = 84	B = 100	C = 108	D = 96	E = 107	F = 85	G = 104	H = 126	I = 89
(27) CCOC(=O)c1sc(/N=C2\NC(=O)/C(=C3/C(=O)N(C)c4ccc(Cl)cc43)S2)nc1C
  A = 103	B = 97	C = 102	D = 73	E = 92	F = 102	G = 103	H = 102	I = 110
(28) COc1cc(/C(=C2/O[C@@H]([C@H]3COC(C)(C)O3)[C@H]3OC(C)(C)O[C@@H]23)c2ccc3c(c2)OCO3)cc(OC)c1OC
  A = 76	B = 76	C = 60	D = 52	E = 72	F = 83	G = ·	H = 25	I = 47
(29) O=C(Cn1cc(CN2C(=O)C3CCCN3C(=O)c3ccccc32)nn1)Nc1cccc(Cl)c1 (configuration not stated)
  A = 103	B = 94	C = 106	D = 84	E = 97	F = ·	G = 95	H = 91	I = 97
(30) CC[C@]12C=CCN3CC[C@@]4(c5ccc(OC)cc5N(C)[C@H]4[C@@](O)(C(=O)OC)[C@@H]1OC(=O)CCC(=O)N[C@@H](Cc1c[nH]c4ccccc14)C(=O)OC)[C@@H]32
  A = 99	B = 96	C = 99	D = ·	E = 86	F = 81	G = 71	H = 102	I = 99
(31) Cc1cccc2ccccc12
  A = 97	B = 103	C = 114	D = 87	E = 102	F = 95	G = 100	H = 90	I = 102
(32) Cn1cc(C(=O)c2nc(-c3c[nH]c4ccc(Br)cc34)no2)c2ccccc21
  A = 97	B = 100	C = 109	D = 77	E = 101	F = ·	G = 95	H = 94	I = 99
(33) C=CCOc1cc(C)ccc1C
  A = 95	B = 105	C = 112	D = 95	E = 104	F = 107	G = 108	H = 106	I = 108
(34) COc1ccc2[nH]c(O)c(/C=c3/cc4c(c(-c5cc(OC)c(OC)c(OC)c5)n3)=Nc3ccccc3-4)c2c1
  A = 77	B = 84	C = 74	D = 79	E = 73	F = 45	G = 77	H = 84	I = 61
(35) CCC(=O)NCCNc1nccc(Nc2ccc(S(=O)(=O)Nc3ccccn3)cc2)n1
  A = 105	B = 95	C = 109	D = 101	E = 101	F = 101	G = 108	H = 109	I = 98
(36) CC1COCC(C)N1C1=C(Cl)C(=O)c2ccccc2C1=O (configuration not stated)
  A = 102	B = 96	C = 98	D = 120	E = 91	F = 47	G = 101	H = 104	I = 46
(37) COc1cc(CNC(=O)CSc2nc3ccccc3c(=O)n2Cc2cc(OC)c(OC)c(OC)c2)cc(OC)c1OC
  A = 105	B = 92	C = 108	D = 89	E = 98	F = 97	G = ·	H = 96	I = 98
(38) Cc1ccc2nc(-c3c(-c4ccccc4)nc4ncccn34)[nH]c2c1
  A = ·	B = 98	C = 98	D = 89	E = 110	F = 86	G = 98	H = 104	I = 98
(39) CC(=O)NCCNS(=O)(=O)c1ccccc1
  A = 103	B = 98	C = 109	D = 94	E = 101	F = 94	G = 108	H = 102	I = 102
(40) COC1=Nc2ccccc2N2CCN=C12
  A = 107	B = 111	C = 107	D = 95	E = 96	F = 85	G = 110	H = 105	I = 105
(41) CSc1ccc(CCNc2nc(N)nn2S(=O)(=O)c2ccc(NC(C)=O)cc2)cc1
  A = 94	B = 95	C = 106	D = 111	E = 101	F = 81	G = 103	H = 101	I = 99
(42) COc1cc(-c2noc(-c3cccnc3)n2)cc(OC)c1OC
  A = 102	B = 93	C = 102	D = 80	E = 98	F = 112	G = 101	H = 100	I = 102
(43) COC(=O)[C@]1(C)CCC[C@]2(C)[C@H]3C[C@@H]4[C@H]5[C@@H]6CC/C(=N\N)[C@H]5[C@@]3(CC[C@H]21)C[C@]4(C(C)C)O6
  A = 98	B = 99	C = 103	D = 92	E = 95	F = 87	G = 116	H = 110	I = 102
(44) Cc1nc(-n2[nH]c(=O)ccc2=O)sc1N=Nc1ccccc1
  A = 99	B = 99	C = 112	D = 96	E = 104	F = 96	G = 115	H = 100	I = 100
(45) COC(=O)c1cc(-c2ccccc2)[nH]c(=O)c1C#N
  A = 94	B = ·	C = 113	D = 109	E = 105	F = 102	G = 118	H = 97	I = 106
(46) Cc1oc(-c2ccccc2Cl)cc1C(=O)Nc1nccs1
  A = 89	B = 84	C = 102	D = 72	E = 95	F = 87	G = 98	H = 83	I = 91
(47) O=S(c1ccccc1)C(c1ccccc1)c1ccccc1 (configuration not stated)
  A = 101	B = 92	C = 112	D = 81	E = 97	F = 87	G = ·	H = 104	I = 99
(48) Nc1c(N=Nc2ccc([N+](=O)[O-])cc2)cc(S(=O)(=O)O)c2ccccc12
  A = 90	B = 102	C = 102	D = 84	E = 99	F = 102	G = 101	H = 101	I = 104
(49) COc1ccc(OC)c(-c2nc(SCC(=O)c3ccc(Cl)cc3)[nH]c(=O)c2C#N)c1
  A = 108	B = 98	C = 111	D = 83	E = 100	F = 100	G = 93	H = 103	I = 104
(50) COc1cc(F)ccc1/C=C/C(=O)/C=C(/C=C/c1ccc(F)cc1OC)OB(F)F
  A = 98	B = 87	C = 88	D = 107	E = 94	F = 81	G = 129	H = 101	I = 78
(51) C#CCOc1cccc(Nc2ncc3ncn(C4CCN(C(=O)C=C)C4)c3n2)c1 (configuration not stated)
  A = 97	B = 79	C = 81	D = 66	E = 68	F = 83	G = 101	H = 82	I = 79
(52) O=C(O)c1ccc2c(c1)C(=O)OC2=O
  A = 105	B = 110	C = 114	D = 100	E = 109	F = 98	G = 102	H = 89	I = 100
(53) Cc1ccc(/C=C/C2=NN(c3ccc(-c4ccc(Cl)cc4)nn3)C(c3ccc(C)s3)C2)s1 (configuration not stated)
  A = 98	B = 104	C = 106	D = 75	E = 96	F = 78	G = 90	H = 99	I = 101
(54) Cc1nnc(-n2cccc2)s1
  A = 122	B = 103	C = 111	D = 83	E = 106	F = 86	G = 100	H = 99	I = 99
(55) CCC(C)(CC)c1ccc(O)c(C)c1
  A = 105	B = ·	C = 114	D = 86	E = 109	F = 99	G = 116	H = 100	I = 98
(56) COc1ccc(Nc2cc(C)c(C#N)c3nc4ccccc4n23)cc1
  A = 106	B = 98	C = 110	D = 96	E = 100	F = 77	G = 110	H = 102	I = 86
